# Screens (PubChem BioAssay)
# GSK3 alpha inh = blockers of GSK3A enzyme activity – biochemical, luminescence, cell-free homogeneous, HTS, primary screen; 320,000 tested, 0.1% active; Glycogen synthase kinase-3 alpha (Homo sapiens), P49840; AID 2650, 2010; inhibition, % at 10 µM; GSK-3 alpha kinase, ADP-Glo luminescence, 60 min;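 in the data active means inhibition above about 50%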;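 further: GST-tagged GSK-3 alpha with peptide substrate and 25 µM ATP; 0% = DMSO neutral wells and 100% = GW8510 positive control wells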
# Target sequence (P49840 whole entry, looked up): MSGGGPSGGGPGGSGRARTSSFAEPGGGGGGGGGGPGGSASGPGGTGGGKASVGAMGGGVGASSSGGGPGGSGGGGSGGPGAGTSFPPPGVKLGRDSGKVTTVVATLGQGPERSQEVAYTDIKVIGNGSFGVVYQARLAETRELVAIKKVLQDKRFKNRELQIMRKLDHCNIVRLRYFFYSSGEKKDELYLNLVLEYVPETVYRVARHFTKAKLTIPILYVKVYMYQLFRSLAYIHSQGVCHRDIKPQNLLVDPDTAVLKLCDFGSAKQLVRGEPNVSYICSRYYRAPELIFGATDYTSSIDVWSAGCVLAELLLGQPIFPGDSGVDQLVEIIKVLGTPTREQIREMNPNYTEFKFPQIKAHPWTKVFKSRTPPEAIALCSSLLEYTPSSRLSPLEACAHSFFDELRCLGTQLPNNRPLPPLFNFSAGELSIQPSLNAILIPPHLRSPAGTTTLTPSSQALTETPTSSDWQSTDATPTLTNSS
# * = called active by the depositor.
CC(C)(C)OC(=O)C[C@@H]1C/C=C\C[C@H](CC(=O)N(CCO)Cc2ccccc2)C(=O)N[C@H](C(C)(C)C)COC1=O
  GSK3 alpha inh = -2
CC(C)(C)NC[C@H](O)COc1cccc2c1CCCC2=O
  GSK3 alpha inh = -1
COc1ccc(C=NNC(=O)c2cc(C)oc2C)cc1O
  GSK3 alpha inh = -4
O=C(COC(=O)c1ccc(Br)o1)Nc1ccc2[nH]c(=O)[nH]c2c1
  GSK3 alpha inh = -4
COc1ccccc1NC(=O)COC(=O)C1CC(=O)N(c2ccc3c(c2)OCCO3)C1 (stereo not drawn)
  GSK3 alpha inh = -1
Cc1occc1C(=O)Nc1cc(S(=O)(=O)N2CCOCC2)ccc1OC(C)C
  GSK3 alpha inh = 1
CCCCC(CC)C(=O)Nc1cc(C(=O)NCc2ccc(C)cc2)ccc1N1CCC2(CC1)CC(c1cccc(Br)c1)=NO2 (stereo not drawn)
  GSK3 alpha inh = -2
Cc1nn(-c2ccccc2)c(C)c1CN(C)C(=O)c1ccc(S(=O)(=O)NCc2ccco2)cc1
  GSK3 alpha inh = 16
CCOc1ncccc1C(=O)Nc1cc(C(F)(F)F)ccc1N1CCOCC1
  GSK3 alpha inh = -33
O=C(Cn1cnc2c(OCc3ccccc3)ncnc21)NCCN1CCOCC1
  GSK3 alpha inh = -2
Cc1noc(C)c1NC(=O)N(C)C[C@H]1Oc2c(NC(=O)c3ccncc3)cccc2C(=O)N([C@H](C)CO)C[C@@H]1C
  GSK3 alpha inh = 3
FC(F)(F)c1cc(CCN2CCNC[C@@H]2CC2CCCCC2)cc(C(F)(F)F)c1
  GSK3 alpha inh = 7
O=C(c1ccc(Cl)nc1)N1CCN(S(=O)(=O)c2ccc3c(c2)OCCO3)CC1
  GSK3 alpha inh = -7
O=C(CN1C(=O)NC(CCc2ccccc2)C1=O)N1CCCCCC1 (stereo not drawn)
  GSK3 alpha inh = -1
CCOc1ccc(C(=O)OCC(=O)N(Cc2ccccc2)Cc2ccccc2)cc1OC
  GSK3 alpha inh = -1
CCOC(=O)C1CCN(C(=O)COC(=O)CNC(=O)c2ccc(C(C)(C)C)cc2)CC1
  GSK3 alpha inh = 0
CC1CN(S(=O)(=O)c2cc(C(=O)N3CCCCC3C)ccc2Cl)CC(C)O1 (stereo not drawn)
  GSK3 alpha inh = 0
Cc1ccc(NC(=O)c2ccccc2OCc2c(C)noc2C)cc1S(=O)(=O)N(C)C
  GSK3 alpha inh = 2
COc1ccc(CCN(C)C(=O)c2ccc(C)c(S(=O)(=O)N3CCCCC3)c2)cc1OC
  GSK3 alpha inh = 2
COc1ccccc1CN(C)C(=O)c1ccc(S(=O)(=O)Nc2c(C)n(C)n(-c3ccccc3)c2=O)cc1
  GSK3 alpha inh = 0
CCC(=O)c1ccc(OCC(=O)Nc2ccc(S(=O)(=O)Nc3cc(C)nc(C)n3)cc2)cc1
  GSK3 alpha inh = -3
CC(=O)Nc1ccc(SCC(=O)NCC2(N3CCCCC3)CCCCC2)cc1
  GSK3 alpha inh = -2
COc1ccccc1CN1Cc2cccc3c2[C@@H](CC1=O)[C@H](O)[C@H](O)C3
  GSK3 alpha inh = -3
COc1ccccc1CNC(=O)CN1C(=O)NC2(CCCCCC2)C1=O
  GSK3 alpha inh = -5
Cc1cc(C(=O)NNC(=O)c2ccc(NC(=O)CC#N)cc2)c(C)o1
  GSK3 alpha inh = 0

COc1ccc(C[C@](C)(N)C(=O)O)cc1OC
  GSK3 alpha inh = -2
CC(C)c1ccc(CSc2ccc(S(=O)(=O)N3CCOCC3)cn2)cc1
  GSK3 alpha inh = -4
CC(C)(C)OC(=O)NCc1ccc(CNC(=O)c2nc[nH]c2C(=O)NCc2ccc(CNC(=O)OC(C)(C)C)cc2)cc1
  GSK3 alpha inh = -2
O=C(COc1ccccc1Cl)Nc1nc(-c2ccncc2)cs1
  GSK3 alpha inh = 0
COc1ccc(NC(=O)c2cc([N+](=O)[O-])ccc2N2CCCCC2)cc1OC
  GSK3 alpha inh = -3
O=C(COC(=O)c1ccc[n+]([O-])c1)Nc1ccccc1OC(F)F
  GSK3 alpha inh = -2
CCCC(C(=O)O)N1C(=O)/C(=C2\C(=O)N(C)c3ccccc32)SC1=S (stereo not drawn)
  GSK3 alpha inh = -2
O=C(c1ccc([N+](=O)[O-])cc1[N+](=O)[O-])N1CCN(C(=O)C2CCCO2)CC1 (stereo not drawn)
  GSK3 alpha inh = 1
COc1ccc(-c2nc3cnccn3c2NC2CCCCC2)cc1-c1cccc(Cl)c1
  GSK3 alpha inh = 0
COc1ccc(C(=O)CCC(=O)Nc2ccc(N3CCN(C)CC3)cc2)cc1OC
  GSK3 alpha inh = 0
Nc1c(N(Cc2ccco2)C(=O)COc2ccccc2Cl)c(=O)[nH]c(=O)n1Cc1ccccc1
  GSK3 alpha inh = 3
COCCn1c(SCC(=O)NC(=O)Cc2ccccc2)nc2ccccc2c1=O
  GSK3 alpha inh = -3
CCC(=O)N(c1nnc(SCC(=O)NN2C(=O)NC3(CCCCC3)C2=O)s1)C1CC1
  GSK3 alpha inh = -1
CN(C(=O)c1cccc(NC(=O)Cc2ccc([N+](=O)[O-])cc2)c1)C1CC1
  GSK3 alpha inh = 0
O=C(NCC1COc2ccccc2O1)C1CCN(S(=O)(=O)c2ccc(Cl)cc2)CC1 (stereo not drawn)
  GSK3 alpha inh = -5
Cc1ccccc1OCC(=O)NNC(=O)Cn1[nH]c(=O)c2ccccc2c1=O
  GSK3 alpha inh = -3
COc1ccc(C(CNC(=O)c2cc3ccccc3o2)N2CCCC2)cc1 (stereo not drawn)
  GSK3 alpha inh = -3
O=C(CN1C(=O)NC2(CCCCC2)C1=O)Nc1cccc2ncccc12
  GSK3 alpha inh = -6
CC(=O)c1ccc(N2C(=O)CC(N3CCN(S(=O)(=O)c4cc(C)ccc4C)CC3)C2=O)cc1 (stereo not drawn)
  GSK3 alpha inh = -3
COc1cc(OC)cc(-c2c(-c3ccc(F)cc3)c3cc(Br)ccc3n2C)c1
  GSK3 alpha inh = -2
O=C(NC(=S)NCc1ccco1)c1ccc([N+](=O)[O-])cc1
  GSK3 alpha inh = -2
COc1ccc(S(=O)(=O)N2CCC(C(=O)N(C)Cc3ccc(C)o3)CC2)cc1OC
  GSK3 alpha inh = 0
O=C(C1=C(O)C(=O)N(c2nc3ccc(Cl)cc3s2)C1c1ccco1)c1ccco1 (stereo not drawn)
  GSK3 alpha inh = 16
CCOC(=O)c1c(C)[nH]c(C(=O)CN(C)CC(=O)Nc2ccccc2C(F)(F)F)c1C
  GSK3 alpha inh = 1
COc1ccccc1N1CC(C(=O)OCc2nc(N)nc(Nc3ccccc3)n2)CC1=O (stereo not drawn)
  GSK3 alpha inh = -3

CC(Sc1nnc(-c2ccco2)n1N)C(=O)NCC1CCCO1 (stereo not drawn)
  GSK3 alpha inh = 5
N#Cc1ccccc1S(=O)(=O)N1CCN(Cc2c(O)ccc3ccccc23)CC1
  GSK3 alpha inh = 2
O=C1CCCC/C=C\C[C@H](CC(=O)N(CCO)Cc2ccccc2)C(=O)N[C@@H](c2ccccc2)CO1
  GSK3 alpha inh = -1
COc1ccc(-c2cc(C(=O)N3CCN(c4ncccn4)CC3)c3ccccc3n2)cc1
  GSK3 alpha inh = 1
NC(=O)CSc1nc2cc(S(=O)(=O)N3CCOCC3)ccc2o1
  GSK3 alpha inh = -4
CCCCN(C(=O)Nc1ccccc1)C1CCS(=O)(=O)C1 (stereo not drawn)
  GSK3 alpha inh = 0
CN1CCC(N(C)C(=O)c2ccc(Cl)c(S(=O)(=O)N3CCc4ccccc43)c2)CC1
  GSK3 alpha inh = -5
COc1ccc([C@H]2CC(=O)C=C(c3cccc4c3Oc3ccccc3S4)C2)cc1OC
  GSK3 alpha inh = -2
COc1cc(C(=O)OCC(=O)N2CCCCCC2)c([N+](=O)[O-])cc1OC
  GSK3 alpha inh = 1
Cn1c(N)c(C(=O)COC(=O)c2ccc(F)cc2Cl)c(=O)n(C)c1=O
  GSK3 alpha inh = -2
CCN(C(=O)COc1ccc(C)cc1OC)c1cccc2ccccc12
  GSK3 alpha inh = -1
O=C(COC(=O)/C=C/c1ccc(Cl)c(Cl)c1)NC1CC1
  GSK3 alpha inh = -1
Cc1nn(CC(=O)NC2CC2)c(C)c1S(=O)(=O)NC(C)(C)C
  GSK3 alpha inh = -5
COc1ccc(OC)c(/C=C/C(=O)N(C)CC(=O)Nc2ccc(N3CCOCC3)cc2)c1
  GSK3 alpha inh = 0
CCC(C(=O)Nc1ccc(S(=O)(=O)N(C)C2CCN(C)CC2)cc1)c1ccccc1 (stereo not drawn)
  GSK3 alpha inh = 4
CCCCn1c(N)c(N(C)C(=O)c2ccc(Br)o2)c(=O)[nH]c1=O
  GSK3 alpha inh = 1
COc1ccc(OC)c(NC(=O)COC(=O)c2c(C)noc2C)c1
  GSK3 alpha inh = 1
COc1ccc(C(=O)OCC(=O)Nc2ccc3c(c2)OCCO3)c(OC)c1
  GSK3 alpha inh = -2
COc1cc(S(=O)(=O)N2CCOCC2)ccc1NC(=O)COC(=O)c1ccc(Cl)nc1
  GSK3 alpha inh = 0
CNC[C@H]1Oc2c(NS(=O)(=O)c3ccc(OC)cc3)cccc2C(=O)N([C@H](C)CO)C[C@H]1C
  GSK3 alpha inh = -4
CCOC(=O)[C@H]1[C@H]2COc3cc(OC)ccc3[C@@H]2N2C(=O)CN(Cc3ccccc3)C(=O)[C@@]12C
  GSK3 alpha inh = 1
CC(C)NC(=O)N(C)C[C@H]1Oc2c(NS(=O)(=O)c3cccs3)cccc2C(=O)N([C@H](C)CO)C[C@@H]1C
  GSK3 alpha inh = 0
CC1Sc2ccc(C(=O)NCc3cccc(C(F)(F)F)c3)cc2NC1=O (stereo not drawn)
  GSK3 alpha inh = 10
CN(CC(=O)NC(=O)NC1CCCCC1)Cc1ccccc1
  GSK3 alpha inh = 11
O=C(NCC(c1ccco1)N1CCCCC1)c1ccc(S(=O)(=O)Nc2ccccc2Cl)cc1 (stereo not drawn)
  GSK3 alpha inh = -2

O=C(CN1C(=O)c2ccccc2C1=O)OCc1nc2ccsc2c(=O)[nH]1
  GSK3 alpha inh = 2
Cc1ccc(C(=O)NCC(=O)Nc2ccc(Cl)cc2)s1
  GSK3 alpha inh = -1
O=c1oc(CCCO)cc2ccc(Br)cc12
  GSK3 alpha inh = 4
COc1cc(S(=O)(=O)Nc2ccccc2C(=O)N2CCCCC2)ccc1NC(C)=O
  GSK3 alpha inh = -4
Cc1noc(C)c1NC(=O)Nc1cccc2c1O[C@H](CN(C)C(=O)Nc1ccc(C(F)(F)F)cc1)[C@@H](C)CN([C@H](C)CO)C2=O
  GSK3 alpha inh = 0
CC(c1nnc(SCC(=O)N(C)C2CCS(=O)(=O)C2)n1-c1ccccc1)N(C)C (stereo not drawn)
  GSK3 alpha inh = -2
Cc1ccc(CN2C(=O)C(CC(C)C)Nc3ncnc(N4CCOCC4)c32)cc1 (stereo not drawn)
  GSK3 alpha inh = 0
CN(CC(=O)Nc1ccccc1Br)C(=O)c1cc(Cl)nc2ccccc12
  GSK3 alpha inh = 0
CCCCN(C(=O)c1cccc(-c2ccc(OC(C)=O)cc2)c1)c1c(N)n(CCC)c(=O)[nH]c1=O
  GSK3 alpha inh = 0
CSCCC(C(=O)N(C)CC(=O)Nc1cccc(F)c1)N1C(=O)c2ccccc2C1=O (stereo not drawn)
  GSK3 alpha inh = -2
Cc1c(C(=O)NC(=S)N(Cc2ccccc2)c2ccccn2)cccc1[N+](=O)[O-]
  GSK3 alpha inh = 1
CC(Sc1nnnn1C)C(=O)Nc1cc(S(=O)(=O)N2CCCCC2)ccc1Cl (stereo not drawn)
  GSK3 alpha inh = -2
COC(=O)C1=CO[C@@H](O[C@@H]2O[C@H](CO)[C@@H](O)[C@H](O)[C@H]2O)C2C1CC(O)O[C@H]2C (stereo partly drawn)
  GSK3 alpha inh = -2
CC(C)C(NC(=O)c1ccc(C(C)(C)C)cc1)C(=O)N1CCC(C(N)=O)CC1 (stereo not drawn)
  GSK3 alpha inh = 1
CC1CCN(C(=O)CSc2nnc3ccccn23)CC1
  GSK3 alpha inh = -8
CC(C)(CNC(=O)c1ccc(S(=O)(=O)Nc2ccc(Cl)cc2)cc1)N1CCOCC1
  GSK3 alpha inh = -2
COc1ccc(S(=O)(=O)N(C)C[C@H]2Oc3c(NC(=O)Nc4c(C)noc4C)cccc3C(=O)N([C@@H](C)CO)C[C@H]2C)cc1
  GSK3 alpha inh = 2
COc1cc(C(=O)OCc2cccc(OC)c2OC)ccc1OCC(=O)N1CCOCC1
  GSK3 alpha inh = 0
O=C(NNC(=O)c1ccccc1F)c1ccc(S(=O)(=O)N2CCCC2)cc1
  GSK3 alpha inh = 2
Cc1ccc(S(=O)(=O)N[C@H](C(=O)NC2CCC(C)CC2)C(C)C)cc1 (stereo partly drawn)
  GSK3 alpha inh = 0
COc1ccccc1N(C)S(=O)(=O)c1ccc(Cl)c(C(=O)NCc2ccco2)c1
  GSK3 alpha inh = 1
COc1ccc(NC(=O)N(C)C[C@H]2Oc3ccc(NC(=O)Cn4cnnn4)cc3C(=O)N([C@H](C)CO)C[C@@H]2C)cc1
  GSK3 alpha inh = -2
COc1ccccc1C(=O)NC(CCSC)C(=O)NC1CC1 (stereo not drawn)
  GSK3 alpha inh = 8
C[C@H]1COC(=O)[C@@H](Cc2ccc(F)cc2)CC/C=C/C[C@@H](CC(=O)N(CCO)Cc2ccccc2)C(=O)N1
  GSK3 alpha inh = -3
Cc1ccc(S(=O)(=O)Nc2cccc3c2O[C@H](CN(C)Cc2ccccc2)[C@@H](C)CN([C@H](C)CO)C3=O)cc1
  GSK3 alpha inh = 2

COc1cc2cc(CCOC(=O)CCCC(=O)O)oc(=O)c2cc1OC
  GSK3 alpha inh = 1
COc1ccc([C@H]2CC(=O)C=C(c3cccc(NC(C)=O)c3)C2)cc1
  GSK3 alpha inh = 2
O=C(CN1C(=O)NC2(CCCC2)C1=O)NCc1ccc(F)cc1
  GSK3 alpha inh = -1
CN1CCN(S(=O)(=O)c2ccc(N(C)Cc3c(F)cccc3Cl)nc2)CC1
  GSK3 alpha inh = 2
CCc1cccc(NC(=O)CSCc2nc3sc(C)c(C)c3c(=O)[nH]2)c1
  GSK3 alpha inh = -2
CCc1ccc(C(C)NC(=O)COC(=O)c2ccc(-n3cnnn3)cc2)cc1 (stereo not drawn)
  GSK3 alpha inh = -1
CCCCN(C(=O)CSc1ncn[nH]1)c1c(N)n(Cc2ccccc2)c(=O)[nH]c1=O
  GSK3 alpha inh = -1

# The list is partial; count on the stated rates, not on these rows.
